UPR CHOP act = apoptotic UPR (CHOP) activation; CHO-CHOP luciferase reporter, luminescence; percent of tunicamycin response over DMSO baseline; activation, % at 10 µM; 330,000 compounds, 0.34% hits;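 active = at 10 µM dose, activation of 40% or more, normalized to positive control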;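 note: 100% = tunicamycin at 10 µg/mL and 0% = DMSO alone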
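System: CHO-CHOP luciferase reporter cell line | Buffer or medium: F12 medium containing 10% fetal bovine serum | Doses: One dose, 10 µM in 0.5% DMSO | Times: 6 h compound exposure at 37 °C after overnight seeding | Signal: Luciferase luminescence | Read-out: % activation vs tunicamycin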
tim10-1 inh = tim10-1 yeast growth inhibition. S. cerevisiae tim10-1 ts strain growth, BacTiter-Glo, 24 h. inhibition, % at 20 µM. 330,000 compounds, 2.2% hits. AID 463190;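 active = inhibition of at least 40%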;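 note: mutant grown at 25 °C; 0% = DMSO wells with yeast and 100% = wells holding no yeast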
NR3A LBD binder = modulates the human NR3A ligand-binding domain; NR3A LBD differential scanning fluorimetry, Tm shift; 0% = protein alone, 100% = glycine-bound protein; Tm shift relative to glycine control, % at 25 µM; 340,000 compounds, 2.5% hits; AID 1259313;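 active = melting temperature shift of at least 10% of the positive control shift, at one fixed dose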
TIM10 inh = growth inhibitors of TIM10 yeast strain | 330,000 compounds, 1.4% hits | inhibition, % at 10 µM | S. cerevisiae TIM10 strain growth, BacTiter-Glo luminescence, 24 h;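 active = inhibition of 40% or more at the single tested concentration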;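 note: wild-type TIM10 isogenic control strain grown at permissive 25 °C; 0% = DMSO yeast wells and 100% = minimal medium wells without yeast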
NALP3 yeast inh = NALP3 inhibition in yeast; 330,000 compounds, 0.39% hits; inhibition, % at 10 µM; Yeast reconstituted NLRP3/ASC/caspase-1, beta-gal luminescence, 24 h;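 active = inhibition of 50% or more; inactive = inhibition below 50%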;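 note: plate controls were induced DMSO wells for no effect and uninduced yeast grown without galactose for full effect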
Mdm2-MdmX inh = disrupts the human Mdm2-MdmX interaction; O15151+Q00987; inhibition, % at 8 µM; 330,000 compounds, 3% hits; SaOS-2 split-luciferase Mdm2/MdmX complementation, luminescence; AID 485346;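 active = inhibition of at least 50% at 8 µM in the primary screen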
XBP1 UPR activ = activators of adaptive arm of unfolded protein response (XBP1). CHO-XBP1 luciferase reporter, IRE1-XBP1 UPR activation, luminescence; percent of tunicamycin response, DMSO as zero. activation, % at 20 µM. 330,000 compounds, 0.33% hits. AID 463104;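 active = versus positive control, 20 µM dose yields 30% or more activation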;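 note: 100% = tunicamycin at 10 µg/mL and 0% = DMSO only wells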
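assay system = CHO-XBP1 luciferase reporter cells | amount = 1000 cells/well | buffer or medium = F12 plus 10% FBS | compound dosing = single point, 20 µM final compound, 1% DMSO | incubation = 16-18 h cell attachment at 37 °C, then 6 h compound exposure | detection = Steady-Glo luminescence read | controls = tunicamycin 10 µg/mL and vehicle-only wells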
tim23-1 inh = growth inhibitors of tim23-1 mutant yeast; S. cerevisiae tim23-1 growth, BacTiter-Glo luminescence, 24 h; 330,000 compounds, 1.3% hits; inhibition, % at 20 µM;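 active = growth inhibition of the mutant yeast at or above 50%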;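 note: temperature-sensitive mutant grown at 25 °C; plate controls were DMSO-treated mutant yeast for no effect and medium wells lacking yeast for full effect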
APJ agonist = agonists of human APJ apelin receptor; activation, % at 20 µM; 330,000 compounds, 0.11% hits; CHO-K1 APJ PathHunter beta-arrestin, luminescence; 0% DMSO wells, 100% apelin; AID 2520;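 active = activation more than six SD over the plate average, tested at 20 µM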;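 note: 0% = DMSO alone and 100% = apelin-13 at 10 nM; some results filed as inactive read as strong as hits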
Target sequence (P35414 whole entry, looked up): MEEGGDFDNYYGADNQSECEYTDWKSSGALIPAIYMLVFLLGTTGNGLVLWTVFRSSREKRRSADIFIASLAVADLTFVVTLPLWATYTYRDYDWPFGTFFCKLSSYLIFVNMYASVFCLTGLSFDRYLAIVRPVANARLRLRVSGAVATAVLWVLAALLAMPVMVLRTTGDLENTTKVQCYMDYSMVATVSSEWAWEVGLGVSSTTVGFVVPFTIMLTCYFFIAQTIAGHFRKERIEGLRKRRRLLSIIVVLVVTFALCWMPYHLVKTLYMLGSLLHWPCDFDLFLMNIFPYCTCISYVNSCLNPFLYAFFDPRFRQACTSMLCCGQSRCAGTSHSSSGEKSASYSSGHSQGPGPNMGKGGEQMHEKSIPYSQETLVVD
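Assay system: CHO-K1 cells stably expressing ProLink-tagged human APJ and arrestin–beta-gal acceptor. Compound dosing: 20 µM single point, 1% DMSO. Times: 16-18 h seeding, 90 min dark compound exposure, 60 min detection. Detection: beta-gal luminescence. Evaluation: APJ–arrestin association signal. Controls: negative DMSO alone, positive Apelin-13 at 10 nM.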
An asterisk follows results filed as active. This is a random part of the collection. About 8.2% of those tested had a hit in this group.

SMILES	UPR CHOP act	tim10-1 inh	NR3A LBD binder	TIM10 inh	NALP3 yeast inh	Mdm2-MdmX inh	XBP1 UPR activ	tim23-1 inh	APJ agonist
COc1cc(CNc2nc3ccccc3s2)cc(OC)c1OC	2.3	11	-1	1	11	23	-3	24	0
CCc1ccc(-c2c(C)sc(NC(=O)C3CCC3)c2C#N)cc1	0.8	15	-12	8	13	4	-1	5	1
Cc1c(N/C(=N/S(=O)(=O)c2ccc(F)cc2)c2ccccc2)c(=O)n(-c2ccccc2)n1C	0.3	-7	0	-6	-6	-26	4	-8	-3
c1ccc(NC2=NCCN2CC2CCCCC2)cc1	1.1	-12	1	-6	11	10	0	1	-7
Nc1nonc1-n1nnc(C(=O)N/N=C/c2cccnc2)c1CSc1ccccc1	-0.2	2	19*	2	-4	15	-3	-7	1
CCc1ccc2oc(=O)cc(CN3CCN(Cc4ccccc4)CC3)c2c1	-1.6	36	-1	7	19	7	-1	10	-1
Cc1c(N(C)C(=O)c2ccc3c(c2)OCO3)c(=O)n(-c2ccccc2)n1C	-0.7	2	0	0	-2	-18	1	-5	0
Cc1ccc(-c2csc(NC(=O)CN3C(=O)CCC3=O)n2)cc1	3.5	15	1	17	2	-35	-3	19	-1
CCOC(=O)N1CCN(S(=O)(=O)c2ccc3c(c2)SCC(=O)N3)CC1	1.3	13	0	3	-18	8	0	-4	-6
OC1(c2ccccc2)Cc2cccc[n+]2C1c1ccccc1 (stereo not given)	1.1	20	1	4	-4	19	-1	6	-4
O=C(CSc1nnc(CCc2ccccc2)n1-c1ccc(Cl)cc1)c1ccccc1	4.0	36	3	37	4	-11	-2	39	-2
C=CCOC(=O)C1=C[C@@H](c2ccc(Br)cc2)[C@H](CCCO)[C@@H](OCC)O1	-0.5	27	1	8	1	25	-2	22	-3
CCN(CC)S(=O)(=O)c1ccc(C(=O)Nc2cc(C)cc(C)c2)cc1	1.0	26	-13	38	51*	16	-5	23	4
O=C(NCc1csc(-c2cccs2)n1)C1CCCCC1	4.8	20	-1	9	38	6	3	16	3
CC(OC(=O)CCCN=C1NS(=O)(=O)c2ccccc21)C(=O)c1ccccc1 (stereo not given)	0.8	-10	2	-3	11	-5	-3	-7	2
CN(CC(=O)Nc1cccc(F)c1)C(=O)c1ccc2c(c1)S(=O)(=O)N=C1CCCCCN12	-1.4	21	1	19	24	2	-3	8	17
Nc1nc(SCC(=O)NC2CCCCC2)n[nH]1	0.1	-5	5	-6	9	-4	-2	5	-4
Cc1ccc(F)cc1NC(=O)CCc1c(C)[nH]c(=O)c(C#N)c1C	-0.8	-6	2	-19	14	30	-1	4	2
CCOC(=O)c1ccc(P(=O)(c2ccccc2)c2ccccc2)cc1	1.0	-15	-4	-10	16	-11	-6	11	-2
CCn1c(CN2CCOCC2)nnc1SCC(=O)Nc1ccc(C(C)=O)cc1	1.8	5	0	-1	2	15	-1	-10	-1
CC(C)(C)c1cc(P(=O)(c2ccccc2)c2ccccc2)ccc1O	0.1	25	-2	19	-42	40	-1	30	1
COc1ccc(/C=C(\C#N)C(=O)NC2CCS(=O)(=O)C2)cc1OC (stereo not given)	1.1	2	1	-9	-20	-10	-1	14	-1
CCOC(=O)c1c(NC(=O)Nc2ccccc2)sc(C)c1C	-1.0	3	5	3	32	11	1	17	3
Cc1nn(CSc2c(F)c(F)c(F)c(F)c2F)c(C)c1[N+](=O)[O-]	1.6	3	-2	-21	10	-17	0	-10	-4
CN1C(=O)C(=O)/C(=C(/O)c2ccccc2)C1c1ccc(Br)cc1 (stereo not given)	-0.5	6	-1	-12	-8	6	-6	14	0
CC(=O)NC(=C(Cl)Cl)S(=O)(=O)c1ccccc1	2.7	9	1	2	6	38	-3	0	-5
FC(F)(F)c1ccc(CN2C[C@@H]3C(c4ccc(C(F)(F)F)cc4)C4(c5cccnc5)CC3(C4)[C@H]2c2ccccc2)cc1 (stereo not given in full)	1.0	18	-2	19	7	65*	-2	21	6
O=C(O)CN1C(=O)NC2(CCCc3ccccc32)C1=O (stereo not given)	-2.3	22	1	-14	14	17	-9	0	-1
C/C(=N\NC(=O)CSc1nc2ccccc2o1)c1cccc(O)c1	1.8	16	-1	18	1	-6	1	-13	-4
CCOC(=O)Cc1csc(NC(=O)c2cc3c(s2)CCCC3)n1	0.1	33	-3	9	37	-15	-2	43	-4
O=C1CC2(CCN(C(=O)c3ccc(F)cc3)CC2)Oc2ccccc21	0.1	-13	3	10	19	3	-2	5	4
CCOC(=O)C1(Cc2ccccc2)CCN(Cc2cnn(C(C)C)c2)CC1	1.7	5	-2	-22	10	-8	-1	4	-2
COc1ccc(Cl)cc1C(=O)OCC(=O)NC1CCCC(C)C1C (stereo not given)	0.7	15	0	16	11	16	-2	33	14
O=C(c1ccccc1Cl)N1N=C(c2cccs2)CC1c1cccc(O)c1 (stereo not given)	-0.1	19	2	11	4	27	-7	16	3
COC(=O)c1ccnc(SCC(=O)c2ccccc2)c1	1.8	6	0	0	14	-27	2	10	-2
CS(=O)(=O)N(CC(=O)NCc1ccccn1)Cc1ccc(Cl)cc1	-0.7	-2	-1	-8	16	8	-3	-2	0
N#CC1=C(N)C(C#N)(C#N)[C@H](c2ccncc2)[C@H]2CC3(CC=C12)OCCO3	-0.6	11	0	-15	6	13	-2	0	-7
COc1ccc(/C=C2\CCC(C3CCCC3)C2=O)cc1Cn1cccn1 (stereo not given)	8.7	26	-20	18	27	-3	1	31	2
S=C(NCCc1ccccc1)N1CCCC1	2.6	-3	0	6	7	2	7	2	1
NCCCC[C@H]1CNC(=O)C(=O)N1CCc1cccc2ccccc12	-0.7	-11	0	-1	21	16	0	-7	-5
O=C(c1ccccc1F)N1CCN(Cc2ccc3c(c2)OCO3)CC1	2.3	-6	1	-11	15	-1	1	5	0
COc1cc(C(=O)NC(C)c2ccc(S(N)(=O)=O)cc2)ccc1OCC(=O)N1CCOCC1 (stereo not given)	0.9	-4	11*	2	15	3	-8	-5	-2
COc1cc(C2C3=C(CC(C)(C)CC3=O)NC3=C2C(=O)c2ccccc23)ccc1O (stereo not given)	3.9	21	2	-4	-5	10	0	14	-5
O=C(Nc1ccc(CSc2ccccc2)cc1)c1ccco1	5.2	2	-22	2	24	-62	2	22	4
O=C(c1ccc(S(=O)(=O)c2ccccc2)cc1)N1CCCCCC1	2.8	16	0	12	-5	1	1	20	-2
Cn1cc(C(=O)N2CCN(c3cccc(Cl)c3)CC2)c(=O)c2cc(S(=O)(=O)N3CCOCC3)ccc21	-1.2	17	1	13	18	27	-1	10	-10
Cc1nc2ccccc2n2c(-c3ccccc3)c3c(=O)n(C)c(=O)n(C)c3c12	-2.3	14	6	5	18	18	7	17	-1
CCN(c1ccccc1)S(=O)(=O)c1ccc2c(c1)CCCN2C(C)=O	-1.8	13	-4	-3	3	4	-4	10	-1

Fetched by compound from the list above:
SMILES	UPR CHOP act	tim10-1 inh	NR3A LBD binder	TIM10 inh	NALP3 yeast inh	Mdm2-MdmX inh	XBP1 UPR activ	tim23-1 inh	APJ agonist
Cn1cc(C(=O)N2CCN(c3cccc(Cl)c3)CC2)c(=O)c2cc(S(=O)(=O)N3CCOCC3)ccc21	-1.2	17	1	13	18	27	-1	10	-10
COc1ccc(/C=C2\CCC(C3CCCC3)C2=O)cc1Cn1cccn1 (stereo not given)	8.7	26	-20	18	27	-3	1	31	2

More compounds.
SMILES	UPR CHOP act	tim10-1 inh	NR3A LBD binder	TIM10 inh	NALP3 yeast inh	Mdm2-MdmX inh	XBP1 UPR activ	tim23-1 inh	APJ agonist
Cc1ccc(N=C2NC(=O)/C(=C/c3cccn3C)S2)c(C)c1	1.4	32	-4	30	11	20	8	33	-1
Cc1nc2ccc(C(=O)Nc3ccccc3Cl)cc2s1	-2.5	-5	-1	1	26	-5	-7	16	1
CCCOc1ccc(C(=O)NNC(=S)NC(C)=O)cc1	0.2	4	-1	-121	35	34	4	-29	-6
O=C(Nc1nnc(-c2ccc(Cl)s2)o1)C1CCCCC1	2.2	2	1	-6	5	14	1	9	-2
O=C(O)CCC(=O)Nc1cccc(-c2nnc(-c3ccccc3)o2)c1	0.8	17	-5	0	25	-31	-2	8	0
O=C(COC(=O)CNS(=O)(=O)c1ccc(Br)cc1Cl)NC1CC1	-0.7	8	1	3	-12	-7	1	15	11
CCc1ccc(C(c2ccc(CC)cc2)C(Cl)Cl)cc1	2.6	-25	0	-17	27	21	-3	-3	-4
CCCNC(=O)c1oc2ccc3c(c2c1C)C(=O)CC(C)(C)O3	5.5	28	633*	26	14	-103	3	25	0
Cc1cc(C)c(C)c(S(=O)(=O)N2CCC(C(=O)N3CCCCCCC3)CC2)c1C	1.8	28	-1	25	24	26	-7	44	-3

Of the compounds above, these have a Cl atom:
SMILES	UPR CHOP act	tim10-1 inh	NR3A LBD binder	TIM10 inh	NALP3 yeast inh	Mdm2-MdmX inh	XBP1 UPR activ	tim23-1 inh	APJ agonist
O=C(CSc1nnc(CCc2ccccc2)n1-c1ccc(Cl)cc1)c1ccccc1	4.0	36	3	37	4	-11	-2	39	-2
CC(=O)NC(=C(Cl)Cl)S(=O)(=O)c1ccccc1	2.7	9	1	2	6	38	-3	0	-5
COc1ccc(Cl)cc1C(=O)OCC(=O)NC1CCCC(C)C1C (stereo not given)	0.7	15	0	16	11	16	-2	33	14
O=C(c1ccccc1Cl)N1N=C(c2cccs2)CC1c1cccc(O)c1 (stereo not given)	-0.1	19	2	11	4	27	-7	16	3
CS(=O)(=O)N(CC(=O)NCc1ccccn1)Cc1ccc(Cl)cc1	-0.7	-2	-1	-8	16	8	-3	-2	0
Cn1cc(C(=O)N2CCN(c3cccc(Cl)c3)CC2)c(=O)c2cc(S(=O)(=O)N3CCOCC3)ccc21	-1.2	17	1	13	18	27	-1	10	-10
Cc1nc2ccc(C(=O)Nc3ccccc3Cl)cc2s1	-2.5	-5	-1	1	26	-5	-7	16	1
O=C(Nc1nnc(-c2ccc(Cl)s2)o1)C1CCCCC1	2.2	2	1	-6	5	14	1	9	-2
O=C(COC(=O)CNS(=O)(=O)c1ccc(Br)cc1Cl)NC1CC1	-0.7	8	1	3	-12	-7	1	15	11
CCc1ccc(C(c2ccc(CC)cc2)C(Cl)Cl)cc1	2.6	-25	0	-17	27	21	-3	-3	-4
